IMPase cell inh: IMPase inhibition in cells; P97697; CHO-M1 cells, IP1 accumulation, HTRF TR-FRET ratio; inhibition (IP1 accumulation), % at 46.1 µM; 120,000 tested, under 10 active; active = well fitted curve in the direction sought with a large enough effect in the signal ratio, not every such curve was filed as active; inconclusive = small, poorly fitted or top-dose-only effect, or a change in a side signal; inactive = no such curve, though single readings can be large or run the other way; the % refers to the signal ratio;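 also: cells stimulated with carbachol in lithium chloride buffer; plate controls were DMSO basal wells for no effect and reference inhibitor wells for full effect; higher means more IMPase inhibition seen as more IP1 and lower FRET ratio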
Target sequence (P97697 whole entry, looked up): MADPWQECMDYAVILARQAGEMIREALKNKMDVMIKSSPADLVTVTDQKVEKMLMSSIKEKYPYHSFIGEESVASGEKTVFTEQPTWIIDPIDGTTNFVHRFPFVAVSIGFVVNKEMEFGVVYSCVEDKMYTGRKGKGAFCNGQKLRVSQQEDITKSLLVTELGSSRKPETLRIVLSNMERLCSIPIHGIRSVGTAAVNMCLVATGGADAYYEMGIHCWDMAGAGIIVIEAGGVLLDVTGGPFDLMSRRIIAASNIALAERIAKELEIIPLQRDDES
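Carbachol-driven Gq signalling in CHO-M1 cells (2000/well) generates IP1. Compounds that block IMPase raise IP1 and so reduce the FRET signal from Eu-anti-IP1 and d2-IP1 after a 10 min room-temperature lysis.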
ALOX12 inhib: inhibitors of human 12-lipoxygenase (ALOX12); purified 12-hLO, xylenol orange hydroperoxide absorbance; hit rate 0.12% among 150,000; Potency, µM (titrated, usually from 57.1 µM), without a hit: at the top dose activity change, negative = inhibition, hits mostly inhibitors; P18054; also: potency is read from the fitted curve at half-maximal effect; nearly all actives have a fitted effect of over 55% in size; many of its hits are not listed in these tables
Target sequence (P18054 whole entry, looked up): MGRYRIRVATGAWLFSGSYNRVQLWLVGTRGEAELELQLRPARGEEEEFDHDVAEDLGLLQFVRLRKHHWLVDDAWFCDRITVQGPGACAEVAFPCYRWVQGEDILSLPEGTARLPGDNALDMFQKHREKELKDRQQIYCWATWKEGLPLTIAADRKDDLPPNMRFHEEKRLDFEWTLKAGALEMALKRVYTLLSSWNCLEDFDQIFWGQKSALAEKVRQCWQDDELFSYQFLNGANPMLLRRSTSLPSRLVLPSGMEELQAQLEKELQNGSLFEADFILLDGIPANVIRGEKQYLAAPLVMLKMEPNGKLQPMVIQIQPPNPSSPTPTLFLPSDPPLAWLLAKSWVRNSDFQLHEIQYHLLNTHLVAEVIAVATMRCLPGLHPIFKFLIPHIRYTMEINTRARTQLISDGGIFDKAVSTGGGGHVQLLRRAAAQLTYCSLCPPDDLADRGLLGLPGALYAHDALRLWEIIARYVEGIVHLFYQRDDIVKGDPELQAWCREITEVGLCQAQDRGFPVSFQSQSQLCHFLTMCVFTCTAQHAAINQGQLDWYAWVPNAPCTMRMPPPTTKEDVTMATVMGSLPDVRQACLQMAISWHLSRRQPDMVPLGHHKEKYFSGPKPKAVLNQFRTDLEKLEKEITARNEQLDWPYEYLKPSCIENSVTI
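Hydroperoxide formation by human 12-lipoxygenase from 40 uM arachidonic acid was followed colorimetrically via ferric-xylenol orange complex, using the 573/405 nm absorbance ratio. Enzyme concentration was 150 nM, with 30 min reaction at room temperature.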
PNC assembly inh: inhibitors of perinucleolar compartment assembly | PC3M PTB-GFP, PNC prevalence imaging, 16 h; hits give low values | activity change (PNC), negative = inhibition, % at 10 µM | hit rate 3.1% among 140,000;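 active = readout at or below -70, meaning at least 70% loss of cells showing the perinucleolar compartment, a nuclear body marking cancer cells; inconclusive = readout between -30 and a set limit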;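 also: plate controls were DMSO wells for no effect and camptothecin positive control wells for full effect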
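PC3M cells stably expressing PTB-GFP, 750–1000 cells/well, treated 16 h at 37 °C with compound (23 nl of library stock), in duplicate. After paraformaldehyde fixation and Hoechst stain, imaged at 20x; PNC prevalence scored by image analysis.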
15-hLO-2 inh: 15-hLO-2 (ALOX15B) enzyme inhibition | O15296 | purified 15hLO-2, xylenol orange hydroperoxide absorbance | Potency, µM (highest dose often 57.1 µM), without a hit: at the top dose activity change, negative = inhibition, actives largely listed as inhibitors | hit rate 0.56% among 110,000; also: potency is read from the fitted curve at half-maximal effect; nearly all actives have a fitted effect of over 60% in size; many of its hits are not listed in these tables
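Enzyme 50 nM, AA 45 uM, 25 mM Hepes pH 7.5 + 0.01% Triton X-100; cpd preinc 15 min RT, rxn 90 min RT; stop/detect with 200 uM XO + 300 uM Fe(II) in 50 mM H2SO4, 30 min; A573/A405.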
An asterisk follows results filed as active; ? = inconclusive; / = not tested or not shown; & = joins results of further samples; [ ] = dose if it differs, or a comment. Unless noted, calls follow the shape of the dose curve; as a rule, active = well fitted curve in the direction sought with a large enough effect; inconclusive = small, poorly fitted or top-dose-only effect, or another doubt; inactive = no such curve, though single readings can be large; an effect the other way counts as inactive or inconclusive. Unless noted, % is scaled to controls: 0 for no effect and ±100 for the full control effect. The list is partial; the hit share may differ from the screen's.

SMILES	IMPase cell inh	ALOX12 inhib	PNC assembly inh	15-hLO-2 inh
O=[N+]([O-])c1cc2c(c(CSc3nnc4ccccn34)c1)OCOC2	/	2%	32	/
COCCN(CCOC)c1ncnc2c1cnn2-c1ccc(Cl)cc1	4	-3%	42	9%
CCC1CCCCN1C(=S)NC1CCCCC1 (stereo not given)	/	-2%	-10	/
COC(=O)[C@@H](NC(=O)NCc1ccco1)C(C)C	0	-6%	0	-5%
COc1ccc(CCNC(=O)C(C(=O)c2ccccc2)n2ccccc2=O)cc1OC (stereo not given)	5	1%	17	/
CCSc1nccc(-c2nn(-c3ccc(C)cc3)ccc2=O)n1	-4	2%	?	-13%
Cc1ccccc1N=C1N=C(N)c2ccccc21	0	0%	-96*	/
CCCn1nnc(NC(=O)C(c2ccccc2)c2ccccc2)n1	-3	-7%	25	-4%
O=C(CCCN1C(=O)/C(=C\c2ccco2)SC1=S)Nc1ccc2ccccc2c1	-2	0%	-16	/
Cc1ccccc1/C=C1\OC(=O)c2ccccc21	6	-3%	30	0%
CCC(C)n1c(NC(=O)c2ccccc2)c(C#N)c2nc3ccccc3nc21 (stereo not given)	5	-18%	38	-22%
CC(NC(=O)CSc1ncccn1)c1ccccc1 (stereo not given)	10	-3%	6	-9%
O=C(CCC(=O)NC1CCCCCCC1)Nc1nnc(C(F)(F)F)s1	3	-2%	35	1%
Cc1ccc(C(=O)N2c3ccc(F)cc3CCC2C)o1 (stereo not given)	6	2%	-18	-6%
CC(C)OC(=O)CSc1nc2cc3c(cc2cc1C#N)OCO3	-13	-8%	11	/
CCC(C(=O)NCc1ccc(F)cc1)N(Cc1ccco1)C(=O)c1snc(C(N)=O)c1N (stereo not given)	3	-11%	41	5%
COc1ccccc1C(=O)N1C(CC(=O)Nc2cc(Cl)ccc2C)C(=O)NC2CCCCC21 (stereo not given)	6	-3%	-3	1%
C=CCn1c(=S)[nH]c2ccccc2c1=O	10	6%	-24	/
O=S(=O)(NCC1CCCO1)c1ccc2ccccc2c1 (stereo not given)	9	1%	26	-4%
COc1ccc(CCN2C(=O)NC(NC(=O)CC(C)C)(C(F)(F)F)C2=O)cc1OC (stereo not given)	/	-2%	?	/
Cc1cc2cc(CNC(=O)c3ccc(S(=O)(=O)N4CCCCC4)cc3)ccc2[nH]1	5	-1%	6	-11%
CC1CCN(C(=S)c2ccccc2O)CC1	2	-23%	-9	?
CCOc1ccccc1C(=O)N(CN1CCCC1=O)c1cccc(Cl)c1	-11	-2%	24	-8%
COCC(C)NC(=O)C1CC(=O)N(c2ccc(C)cc2)C1 (stereo not given)	-5	5%	20	3%
CN1CCN(S(=O)C23CC4CC(CC(C4)C2)C3)CC1 (stereo not given)	-7	2%	12	/
CC(C)C(=O)N1CCN(c2ccc([N+](=O)[O-])cc2Cl)CC1	/	-4%	12	/
COC(=O)C1OC(=O)C2OC23[C@]2(C)C(OC(C)=O)CC4C(C)(C)C(=O)CC[C@]4(C)C2CC[C@@]13C (stereo not given in full)	/	1%	/	-6%
Cc1cc2cc(CCNC(=O)c3cccs3)c(=O)[nH]c2cc1C	/	-3%	61	/
O=C(NCCCN1CCOCC1)C(Sc1ccccc1)c1ccccc1 (stereo not given)	4[1.84 µM]	3%	?	11%[11.4 µM]
CCCn1nc(CC(=O)O)c2ccccc2c1=O	5	-2%	-5	0%
CCn1c(-c2ccc(N)cc2)nc2ccccc21	-2	-1%	-7	10%
CCCNC(=O)C(C)n1c2ccccc2c2nc(=O)cc(C)n21 (stereo not given)	1	-3%	37	-3%
CCOC(=O)C1=C(CSc2nc3c(cc2C#N)CCC3)OC(N)=C(C#N)C1c1ccccc1 (stereo not given)	4	-2%	?	3%
CC(=O)c1ccc(NC(=O)C(=O)c2cn(CC(=O)N3CCCCC3)c3ccccc23)cc1	-9	-5%	34	/
Cc1ccc(NC(=O)CC(NCCN2CCOCC2)C(=O)O)cc1Cl (stereo not given)	1	2%	53	4%
COc1ccc(CCNC(=O)C/C(C)=N/NC(=O)c2ccc(N)cc2)cc1OC	-5[1.84 µM]	0%	?	5%[11.4 µM]
COc1cccc(S(=O)(=O)NCc2ccc(C(=O)Nc3ccc(C)cc3)cc2)c1	0	-1%	31	-1%
C=CCOc1c(Br)cc(/C=N/n2c(CC)n[nH]c2=S)cc1Br	/	2%	-24	/
CCOC(=O)c1c(NC(=O)Cc2cccs2)sc(C(=O)NC2CCCC2)c1C	2	-5%	-19	-8%
Nc1cc(S(N)(=O)=O)ccc1SSc1ccc(S(N)(=O)=O)cc1N	/	-28%[11.4 µM]	/	?
Cc1c(C#N)c2ncn(Cc3ccccn3)c(=O)c2n1-c1ccccc1	8	1%	-12	1%
COc1ccc(CNC(=O)c2ccccc2[N+](=O)[O-])cc1	6	-23%	59	14%
NC1=NC2(CCCCC2)N=C(Nc2ccc(Br)cc2)N1	?	-5%	-16	/
CCc1cccc(CC)c1NC(=O)C(NS(=O)(=O)c1cccs1)c1ccccc1 (stereo not given)	/	-4%	-25	/
C=CCn1c(SCC(=O)c2ccc(OC)cc2)nnc1C(C)NC(=O)c1cccs1 (stereo not given)	5	-3%	66	1%
COC(=O)c1nc(-c2ccccc2)n[nH]1	7	-2%	?	-1%
CCCCn1c(NC(=O)C2CCCCC2)nc2ccccc21	9	-3%	?	31%[activator]
COc1ccc(NC(=O)c2ccccn2)cc1	?	-5%	9	-3%
COc1cc(OC)c(NC2=NCCCCC2)cc1Cl	2	-7%	25	5%
CCn1c2ccccc2c2cc(NC(=S)N3CCOCC3)ccc21	-3	-18%	19	-20%
CCOC(=O)C1=C(CSc2nc3ccccc3s2)NC(=O)NC1c1cc(C)ccc1C (stereo not given)	-6	-2%	9	-4%
Cc1nn(-c2ccccc2)c2sc(C(=O)NC3CCCCC3)cc12	-4	-2%	?	-2%
CCOc1ccccc1OCCN1CCC(Cc2ccccc2)CC1	/	-5%	-29	/
Cc1ccc(S(=O)(=O)NCCC(=O)NCCN2CCCCCC2)cc1	3	-4%	25	1%
CC(C)(C)c1ccc(S(=O)(=O)Nc2cccc(C3OCCCO3)c2)cc1	/	-4%	3	/
Cc1ccc(C)c(C(=O)CSc2n[nH]c(-c3ccncc3)n2)c1	-5	-2%	-11	3%
COc1ccc(OC)c(S(=O)(=O)N2CCCC(C)C2)c1 (stereo not given)	-5	1%	4	/
CCC1Oc2ccccc2N(CC(=O)Nc2ccccc2OC)C1=O (stereo not given)	4	-4%	-12	2%
CC(C)(C)OC(=O)N1CCC(C(=O)N[C@@H](Cc2ccccc2)C(=O)O)CC1	0	3%	?	2%
Cc1cc(NC(=O)C2CCN(S(=O)(=O)c3cccs3)CC2)no1	2	-4%	-1	7%
Next part:
SMILES	IMPase cell inh	ALOX12 inhib	PNC assembly inh	15-hLO-2 inh
COc1ccc(F)cc1S(=O)(=O)NC1CC(C)(C)NC(C)(C)C1	7	5%	15	5%
COc1ccc(/C=N/NC(=O)c2c(C)n(C)c3ccc(OC)cc23)c(OC)c1	/	-2%	20	/
COc1ncc2nc(-c3cc(F)cc(F)c3)c(=O)n(C3CC3)c2n1	/	-2%	/	-5%
O=C1CCCN1c1ccc(S(=O)(=O)Nc2ccc3c(c2)OCCO3)cc1	10	-3%	?	-6%
CCOC(=O)c1cnn(-c2cc(C(C)(C)C)nc3c(-c4ccccc4)c(C)nn23)c1N	2	3%	1	4%
CCOC(=O)c1[nH]c(C)c(/C(O)=C2\C(=O)C(=O)N(CCCN(C)C)C2c2ccncc2)c1C (stereo not given)	-6	-1%	-10	-2%
COc1cccc(-c2cc(C(=O)NCCCn3ccnc3)no2)c1	3	11%	-26	32%[activator]
O=C(NCC1(c2ccccc2)CCOCC1)c1ccc(Br)o1	-4	-3%	?	6%
CC(=O)Nc1ccc(S(=O)(=O)NCC(=O)OCC(=O)NC(=O)C2CCCCC2)cc1	/	-1%	35	/
CCC(C)N=Cc1c(NCc2ccco2)nc2c(C)cccn2c1=O (stereo not given)	9	-2%	?	17%
CCC1CSC(Nc2ccc(C(=O)/C=C/c3cccc(C)c3)cc2)=N1 (stereo not given)	/	-5%	-16	/
O=C(COC(=O)c1ccco1)NCc1ccco1	-6	-4%	-30	-1%
Cc1ccc(NC(=O)CC2C(=O)N(Cc3ccccc3)C(=S)N2NC(=O)c2cccc(F)c2)c(C)c1 (stereo not given)	3	4%	-107*	/
CCCN(Cc1cc2ccc(C)cc2[nH]c1=O)S(=O)(=O)c1ccccc1	9	-11%	?	-13%
c1ccc(-c2cn3nc(-c4ccccc4)c(-c4ccccc4)nc3n2)cc1	0	0%	4	-9%
COc1ccc2c(c1)nc(SCC(=O)c1ccc(Br)s1)n2C	-25	-11%	-24	/
CC(=O)NCCNc1ccc([N+](=O)[O-])cn1	/	1%	30	/
Cc1c2c(nc3nc4ccccc4n13)CC(C)(C)CC2=O	14	1%	15	-3%
Cc1ccc(C(=O)NC(=S)Nc2c(C)ccc3nsnc23)cc1	/	?	-30	/
COC(=O)C(C(=O)NCC1CCCO1)C1CCCC1 (stereo not given)	7	9%	43	5%

Structural class, the compounds so far with a nitro group on carbon (4)
SMILES	IMPase cell inh	ALOX12 inhib	PNC assembly inh	15-hLO-2 inh
O=[N+]([O-])c1cc2c(c(CSc3nnc4ccccn34)c1)OCOC2	/	2%	32	/
CC(C)C(=O)N1CCN(c2ccc([N+](=O)[O-])cc2Cl)CC1	/	-4%	12	/
COc1ccc(CNC(=O)c2ccccc2[N+](=O)[O-])cc1	6	-23%	59	14%
CC(=O)NCCNc1ccc([N+](=O)[O-])cn1	/	1%	30	/

Next section:
SMILES	IMPase cell inh	ALOX12 inhib	PNC assembly inh	15-hLO-2 inh
C1CCC(N=C(NC23CC4CC(CC(C4)C2)C3)N2CCOCC2)CC1	5	-2%&-2%	/	30%&12%
O=C(NCc1cccs1)C1CCCCC1	3	-3%	?	0%
Cc1c(C(=O)Nc2ccncc2)sc2nc(-c3ccc(F)cc3)cn12	?	-2%	?	3%
CCOc1ccc(NS(=O)(=O)N(C)C)cc1	8	-6%	?	-1%
COCCNC(=O)CCc1nc(-c2ccccc2)no1	-4	0%	30	5%
O=C1CC2(CCCC2)CC(=O)N1CCNC[C@H]1COc2ccccc2O1	1	-3%	/	31%[activator]
COc1ccccc1C1CC(=O)Oc2cc(C)c(Cl)cc21 (stereo not given)	/	?	/	-10%[0.0915 µM]
CCCCC(CCC(=O)NNC(=O)Cc1ccccc1)C(=O)O (stereo not given)	/	1%	-29	/
COc1ccc(NC(=O)Cn2nnc(C(=O)NCc3cccc(OC)c3)c2N)cc1	3	1%	-2	-10%
NC1=NC(S)C2N=CN=C2N1 (stereo not given)	/	-12%	/	-18%
COc1ccc(OC)c(C2CC(=O)Nc3cc(OC)c(OC)c(OC)c32)c1 (stereo not given)	1	1%	10	-2%
COC(=O)CNc1c(-c2ccccn2)nc2ccc(Br)cn12	1	-6%	33	12%[2.29 µM]
Cc1cc(C(=O)CN2C(=O)C3CC=CCC3C2=O)c(C)n1-c1ccccc1 (stereo not given)	-4	-3%	21	6%
CC(Sc1nnc(COc2ccc3ccccc3c2)n1C)C(=O)O (stereo not given)	-12	-3%	34	-8%
Cc1occc1-c1nnc(SCC(=O)N2CCOCC2)o1	4[1.84 µM]	-5%	1	-6%[11.4 µM]

Some of these compounds in order of length of the SMILES, rising.
SMILES	IMPase cell inh	ALOX12 inhib	PNC assembly inh	15-hLO-2 inh
NC1=NC(S)C2N=CN=C2N1 (stereo not given)	/	-12%	/	-18%
COc1ccccc1C1CC(=O)Oc2cc(C)c(Cl)cc21 (stereo not given)	/	?	/	-10%[0.0915 µM]
O=C1CC2(CCCC2)CC(=O)N1CCNC[C@H]1COc2ccccc2O1	1	-3%	/	31%[activator]
COc1ccc(OC)c(C2CC(=O)Nc3cc(OC)c(OC)c(OC)c32)c1 (stereo not given)	1	1%	10	-2%
Cc1cc(C(=O)CN2C(=O)C3CC=CCC3C2=O)c(C)n1-c1ccccc1 (stereo not given)	-4	-3%	21	6%
